TRPC4 inh – inhibitors of mouse TRPC4 channel | Q9QUQ5 | HEK293 TRPC4beta/mu-opioid, DAMGO-evoked Fluo4 calcium flux; stronger effect = lower value | B-score at 10 µM | 0.39% of 300,000 active | AID 2247;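 active means B-score over 3 SD under the library average, no early fluorescence shift, positive overall ratio signal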
Target sequence (Q9QUQ5 whole entry, looked up): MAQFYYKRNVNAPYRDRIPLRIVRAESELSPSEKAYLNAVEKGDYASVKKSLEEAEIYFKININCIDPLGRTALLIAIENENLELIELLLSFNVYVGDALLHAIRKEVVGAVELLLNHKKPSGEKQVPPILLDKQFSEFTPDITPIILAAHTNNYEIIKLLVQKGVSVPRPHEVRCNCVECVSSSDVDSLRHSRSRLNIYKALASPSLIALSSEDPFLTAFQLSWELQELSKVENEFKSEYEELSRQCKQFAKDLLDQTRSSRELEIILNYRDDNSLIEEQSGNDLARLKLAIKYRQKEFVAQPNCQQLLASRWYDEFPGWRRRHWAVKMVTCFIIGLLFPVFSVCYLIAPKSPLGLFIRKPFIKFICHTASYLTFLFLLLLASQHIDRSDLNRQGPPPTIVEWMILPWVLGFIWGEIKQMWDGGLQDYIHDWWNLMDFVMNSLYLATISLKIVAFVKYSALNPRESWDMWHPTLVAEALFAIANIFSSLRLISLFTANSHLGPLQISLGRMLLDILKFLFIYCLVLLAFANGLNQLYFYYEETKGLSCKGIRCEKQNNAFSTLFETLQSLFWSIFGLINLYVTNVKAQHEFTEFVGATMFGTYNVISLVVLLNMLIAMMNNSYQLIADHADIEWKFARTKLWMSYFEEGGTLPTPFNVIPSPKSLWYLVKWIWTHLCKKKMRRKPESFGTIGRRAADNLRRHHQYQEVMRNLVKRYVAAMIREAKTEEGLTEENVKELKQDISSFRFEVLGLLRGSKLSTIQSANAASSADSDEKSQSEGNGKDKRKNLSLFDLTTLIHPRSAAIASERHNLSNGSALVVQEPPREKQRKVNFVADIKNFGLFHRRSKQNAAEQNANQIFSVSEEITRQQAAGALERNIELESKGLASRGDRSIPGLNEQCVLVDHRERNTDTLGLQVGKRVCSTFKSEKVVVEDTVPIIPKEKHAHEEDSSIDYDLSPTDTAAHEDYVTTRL
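System: stable TRPC4beta/mu-opioid receptor HEK293 cells; Dosing: single-point compound dosing; Measured by: Fluo4 Ca2+ flux fluorescence; Read-out basis: per-well B score of integrated baseline-normalized Fluo4 ratio.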
RGS4 block – human RGS4 inhibition. P49798. HEK293 M3R/RGS4 inducible, Fluo-4 calcium flux; stronger effect = higher value; triggered by carbachol at its EC20. B-score at 10 µM. 0.45% of 310,000 active. AID 463165;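 active means B-score, a plate-corrected calcium signal, over three deviations above library mean, with baseline fluorescence within five deviations of library mean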;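 further: RGS4 expression induced by doxycycline in cells with stable M3 receptor; B-score is computed from the integrated fluorescence ratio over baseline after carbachol; higher B-score means a larger calcium signal and so more RGS4 inhibition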
TRPC6 inhibitor – blocks the mouse TRPC6 cation channel; Q61143; HEK293-TRPC6, membrane potential dye, ACh-evoked depolarization; stronger effect = lower value; B-score at 10 µM; 1.1% of 310,000 active; AID 2553;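 active means B-score under library mean minus 3 SD, initial fluorescence not abnormally high, positive integrated signal ratio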;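 further: B-score derived from integrated fluorescence ratio over the kinetic read; more negative B-score means stronger inhibition of depolarization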
SKKanGAS inh – blocks kanamycin growth of S. pyogenes SKKanGAS strain; AID 1662; BacTiter-Glo, 6 h; 1.3% of 300,000 active; inhibition, % at 7.5 µM;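 active means mean replicate score, as percent of positive control median, at least 50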;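 further: strain carries kanamycin resistance gene driven by streptokinase promoter and grows in 40 µg/ml kanamycin; loss of luminescence reflects streptokinase promoter inhibition or plain growth inhibition; 0% = median of DMSO wells and 100% = positive control at its reference dose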
TRPC6 act – activators of mouse TRPC6 channel | Q61143 | HEK293-TRPC6 membrane potential dye fluorescence; stronger effect = higher value | B-score at 10 µM | 0.13% of 310,000 active;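 active means B-score of the integrated fluorescence ratio above library mean plus 3 SD, and starting fluorescence ratio within library mean plus 5 SD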;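 further: higher score means more depolarization so channel activation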
MrgX1 ag – human MrgX1 receptor agonism, primary screen. MrgX1-HEK293 cells, Fluo-4 calcium fluorescence, agonist mode; stronger effect = higher value. B-score at 10 µM. 0.44% of 310,000 active. AID 588627;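 active means calcium response B-score plate-corrected fluorescence ratio at least 3 library SD, with starting fluorescence B-score inside 5 SD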
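Material – MrgX1-expressing HEK293 cells · Input – 15,000 cells seeded per well · Dosing – compound as first of three additions · Times – overnight seeding, then 1 h dark dye loading · Measured by – kinetic Fluo-4 NW fluorescence of intracellular calcium · Read-out – B-scored fluorescence response ratio · Benchmarks – positive and negative control wells on each plate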
MrgX1 allo act – human MrgX1 positive allosteric modulation, primary screen; AID 588675; 0.63% of 310,000 active; MrgX1-HEK293, Fluo-4 calcium flux, FDSS; stronger effect = higher value; B-score at 10 µM;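 active means plate-corrected calcium response at least 3 library SD above typical, normal starting fluorescence, not activating the receptor alone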;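 further: compound read alongside a low EC10 to EC30 dose of BAM8-22 agonist; peak minus trough fluorescence over baseline measured at the second addition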
Platelet DG rel – modulates dense granule release in human platelets; human platelet-rich plasma, SFLLRN dense granule ATP release, luminescence; inhibition, %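 (compounds screened at 7.5 µM in platelet-rich plasma)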; 0.22% of 300,000 active;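 active means mean replicate score, as percent of positive control, at or above 50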
HIF act – HIF pathway transcriptional activation | 0.32% of 300,000 active | AID 1910 | activation, % at 7.5 µM (by protocol) | U2OS HRE-luciferase reporter, luminescence; normalized: DMSO 0%, desferrioxamine 100%;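 active means mean activation of at least 10% of the iron chelator positive control signal, with at least half of replicates also reaching 10%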
RGS4 pot – RGS4 potentiation or activation. 0.92% of 310,000 active. B-score at 10 µM. HEK293 M3R/inducible RGS4, carbachol calcium flux Fluo4; stronger effect = lower value. AID 463111;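 active means B-score of the integrated calcium signal more than 4 SD below the library mean, with starting fluorescence not abnormally high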;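 further: negative B-score means reduced calcium response which marks RGS4 activation or potentiation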
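Reagent: ECmax carbachol challenge; Test system: M3R-expressing HEK293 line, RGS4 induced by doxycycline; Schedule: overnight RGS4 induction, 30 min dye load 37 °C, 20 min compound RT; Detection: calcium dye Fluo4 fluorescence; Read-out: Agonist-evoked peak-minus-minimum fluorescence over baseline, integrated ratio, B score.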
MrgX1 antagonist – blocks BAM8-22 activation of human MrgX1 receptor. Q96LB2. 1.3% of 310,000 active. MRGX1-HEK293 calcium flux, Fluo-4, BAM8-22 antagonism; stronger effect = lower value. B-score at 10 µM;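 active means calcium-response B-score plate-corrected more than 3 library SD below zero, starting fluorescence within 5 deviations, no agonist response on first addition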;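 further: peak minus trough fluorescence over baseline after final BAM8-22 challenge near maximal dose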
Numbers without * were called inactive. Outcome played no part in choosing rows. About 6.1% of those tested had a hit in this group.

Screening O=S(=O)(c1ccc(-c2nnc(SCc3ccccc3)o2)cc1)N1CCCC1 returned TRPC4 inh inactive, RGS4 block inactive, TRPC6 inhibitor inactive, SKKanGAS inh 3, TRPC6 act inactive, MrgX1 ag inactive, MrgX1 allo act inactive, Platelet DG rel -7, HIF act 0.9, RGS4 pot inactive and MrgX1 antagonist inactive.
For CC(=O)c1ccc(N2CCN(C(=O)C3CCN(S(=O)(=O)c4ccc5c(c4)CC(C)N5C(=O)C4CC4)CC3)CC2)cc1 (stereo not drawn) the results were TRPC4 inh inactive, RGS4 block inactive, TRPC6 inhibitor inactive, SKKanGAS inh 5, TRPC6 act inactive, MrgX1 ag inactive, MrgX1 allo act inactive, Platelet DG rel 13, HIF act 0.4, RGS4 pot inactive and MrgX1 antagonist inactive.
`COCCNC(=O)CN(C(=O)CCC(=O)Nc1ccccn1)c1ccc(F)cc1` gave TRPC4 inh inactive, RGS4 block inactive, TRPC6 inhibitor inactive, SKKanGAS inh -4, TRPC6 act inactive, MrgX1 ag inactive, MrgX1 allo act inactive, Platelet DG rel 1, HIF act -0.3, RGS4 pot inactive and MrgX1 antagonist inactive.
`Cc1cc(C(=O)Nc2cccnc2Cl)on1` gave TRPC4 inh inactive, RGS4 block inactive, TRPC6 inhibitor inactive, SKKanGAS inh -8, TRPC6 act inactive, MrgX1 ag inactive, MrgX1 allo act inactive, Platelet DG rel -4, HIF act 0.5, RGS4 pot inactive and MrgX1 antagonist inactive.
`Cc1ccc2c(CC(=O)OC(C)C(=O)NCc3ccc4c(c3)OCO4)coc2c1` (stereo not drawn) gave TRPC4 inh inactive, RGS4 block inactive, TRPC6 inhibitor inactive, SKKanGAS inh -16, TRPC6 act inactive, MrgX1 ag inactive, MrgX1 allo act inactive, Platelet DG rel 7, HIF act 0.0, RGS4 pot inactive and MrgX1 antagonist inactive.
`COc1cc(C(=O)Nc2ccc3oc(-c4cccnc4)nc3c2)cc(OC)c1OC` gave TRPC4 inh inactive, RGS4 block inactive, TRPC6 inhibitor inactive, SKKanGAS inh 3, TRPC6 act inactive, MrgX1 ag inactive, MrgX1 allo act inactive, Platelet DG rel 4, HIF act -1.0, RGS4 pot inactive and MrgX1 antagonist inactive.
O=S(=O)(/N=C(\Sc1ccc(Cl)cc1)c1ccccc1)c1ccccc1 was read as TRPC4 inh inactive, RGS4 block inactive, TRPC6 inhibitor inactive, SKKanGAS inh 3, TRPC6 act inactive, MrgX1 ag inactive, MrgX1 allo act inactive, Platelet DG rel 0, HIF act 0.2, RGS4 pot inactive and MrgX1 antagonist inactive.
For CCCc1nc2ccccc2c(=O)n1NC(=O)c1c(O)c2ccccc2[nH]c1=O the results were TRPC4 inh inactive, RGS4 block inactive, TRPC6 inhibitor inactive, SKKanGAS inh 9, TRPC6 act inactive, MrgX1 ag inactive, MrgX1 allo act inactive, Platelet DG rel 4, HIF act -0.5, RGS4 pot inactive and MrgX1 antagonist inactive.
`CC1CCN(c2c(NCc3ccc(C(=O)NCc4cccnc4)cc3)c(=O)c2=O)CC1` gave TRPC4 inh inactive, RGS4 block inactive, TRPC6 inhibitor inactive, SKKanGAS inh 10, TRPC6 act inactive, MrgX1 ag inactive, MrgX1 allo act inactive, Platelet DG rel 5, HIF act 0.5, RGS4 pot inactive and MrgX1 antagonist inactive.
Screening O=C(COc1cccc(NC(=O)c2ccco2)c1)c1ccccc1 returned TRPC4 inh inactive, RGS4 block inactive, TRPC6 inhibitor inactive, SKKanGAS inh -1, TRPC6 act inactive, MrgX1 ag inactive, MrgX1 allo act inactive, Platelet DG rel -2, HIF act 2.0, RGS4 pot inactive and MrgX1 antagonist inactive.
For O=C(N/N=C/c1cn(-c2ccccc2)nc1-c1cc2ccccc2o1)c1ccccc1Br the results were TRPC4 inh inactive, RGS4 block inactive, TRPC6 inhibitor inactive, SKKanGAS inh 14, TRPC6 act inactive, MrgX1 ag inactive, MrgX1 allo act inactive, Platelet DG rel 4, HIF act 1.1, RGS4 pot inactive and MrgX1 antagonist inactive.
`COc1ccc2cc(-c3nc4ccccc4n3C)c(=O)oc2c1` gave TRPC4 inh inactive, RGS4 block inactive, TRPC6 inhibitor inactive, SKKanGAS inh 2, TRPC6 act inactive, MrgX1 ag inactive, MrgX1 allo act inactive, Platelet DG rel 0, HIF act 3.2, RGS4 pot inactive and MrgX1 antagonist inactive.
Screening CC(C)Cc1nnc(NC(=O)CN2C(=O)NC3(CC(C)CC(C)(C)C3)C2=O)s1 (stereo not drawn) returned TRPC4 inh inactive, RGS4 block inactive, TRPC6 inhibitor inactive, SKKanGAS inh -4, TRPC6 act inactive, MrgX1 ag inactive, MrgX1 allo act inactive, Platelet DG rel -7, HIF act 0.1, RGS4 pot inactive and MrgX1 antagonist inactive.
For O=C(c1cc(F)ccc1F)C1CCCN(C(=O)CCN2CCCCO2)C1 (stereo not drawn) the results were TRPC4 inh inactive, RGS4 block inactive, TRPC6 inhibitor inactive, SKKanGAS inh -8, TRPC6 act inactive, MrgX1 ag inactive, MrgX1 allo act inactive, Platelet DG rel 1, HIF act -0.2, RGS4 pot inactive and MrgX1 antagonist inactive.
O=C(COC(=O)/C=C/c1cccs1)NC1CCCCC1 was read as TRPC4 inh inactive, RGS4 block inactive, TRPC6 inhibitor inactive, SKKanGAS inh -2, TRPC6 act inactive, MrgX1 ag inactive, MrgX1 allo act inactive, Platelet DG rel 46, HIF act 0.0, RGS4 pot inactive and MrgX1 antagonist inactive.
CCCCOC(=O)Nc1cc(Cl)ccc1C was read as TRPC4 inh inactive, RGS4 block inactive, TRPC6 inhibitor inactive, SKKanGAS inh 9, TRPC6 act inactive, MrgX1 ag inactive, MrgX1 allo act inactive, Platelet DG rel 13, HIF act 0.1, RGS4 pot inactive and MrgX1 antagonist inactive.
CN(C)S(=O)(=O)N1CCC(Oc2cccc(C(=O)NCCCC3CCCC3)c2)CC1 was read as TRPC4 inh inactive, RGS4 block inactive, TRPC6 inhibitor inactive, SKKanGAS inh 6, TRPC6 act inactive, MrgX1 ag inactive, MrgX1 allo act inactive, Platelet DG rel -3, HIF act 3.3, RGS4 pot -7.7* and MrgX1 antagonist inactive.
For N#Cc1ccc(C(=O)NCC2CCCCC2)cc1 the results were TRPC4 inh inactive, RGS4 block inactive, TRPC6 inhibitor inactive, SKKanGAS inh 3, TRPC6 act inactive, MrgX1 ag inactive, MrgX1 allo act inactive, Platelet DG rel -1, HIF act 1.7, RGS4 pot inactive and MrgX1 antagonist inactive.
Screening CCOC(=O)c1[nH]cnc1C(=O)Nc1ccccc1OC returned TRPC4 inh inactive, RGS4 block inactive, TRPC6 inhibitor inactive, SKKanGAS inh 10, TRPC6 act inactive, MrgX1 ag inactive, MrgX1 allo act inactive, Platelet DG rel 1, HIF act 0.7, RGS4 pot inactive and MrgX1 antagonist inactive.
Screening CCCn1c(SCC(=O)Nc2cc(C)on2)nc2c1c(=O)n(C)c(=O)n2C returned TRPC4 inh inactive, RGS4 block inactive, TRPC6 inhibitor inactive, SKKanGAS inh -2, TRPC6 act inactive, MrgX1 ag inactive, MrgX1 allo act inactive, Platelet DG rel 6, HIF act -0.2, RGS4 pot inactive and MrgX1 antagonist inactive.
For COC(=O)c1sc(NC(=S)NC(=O)c2ccccc2C)nc1C the results were TRPC4 inh inactive, RGS4 block inactive, TRPC6 inhibitor inactive, SKKanGAS inh 8, TRPC6 act inactive, MrgX1 ag inactive, MrgX1 allo act 7.3*, Platelet DG rel 0, HIF act 3.3, RGS4 pot inactive and MrgX1 antagonist inactive.
Screening Cc1c(C(=O)N2CCN(c3ccccn3)CC2)sc2ncnc(N3CCN(c4ccccc4)CC3)c12 returned TRPC4 inh inactive, RGS4 block inactive, TRPC6 inhibitor inactive, SKKanGAS inh 12, TRPC6 act inactive, MrgX1 ag inactive, MrgX1 allo act inactive, Platelet DG rel 1, HIF act 0.3, RGS4 pot inactive and MrgX1 antagonist inactive.
Screening Cc1ccc(CN2CCC(N3CCC(C(=O)NCC4CCCO4)CC3)CC2)o1 (stereo not drawn) returned TRPC4 inh inactive, RGS4 block inactive, TRPC6 inhibitor inactive, SKKanGAS inh 4, TRPC6 act inactive, MrgX1 ag inactive, MrgX1 allo act inactive, Platelet DG rel 2, HIF act -0.2, RGS4 pot inactive and MrgX1 antagonist inactive.
`Cn1c(=O)c2c(nc(SCC(=O)O)n2Cc2cccc(C(F)(F)F)c2)n(C)c1=O` gave TRPC4 inh inactive, RGS4 block inactive, TRPC6 inhibitor inactive, SKKanGAS inh -1, TRPC6 act inactive, MrgX1 ag inactive, MrgX1 allo act inactive, Platelet DG rel 1, HIF act 0.1, RGS4 pot inactive and MrgX1 antagonist inactive.
For C/C(CC(=O)Nc1ccc2c(c1)OCCO2)=N\NC(=O)c1ccc([N+](=O)[O-])cc1Cl the results were TRPC4 inh inactive, RGS4 block inactive, TRPC6 inhibitor inactive, SKKanGAS inh 10, TRPC6 act inactive, MrgX1 ag inactive, MrgX1 allo act inactive, Platelet DG rel -11, HIF act 0.2, RGS4 pot inactive and MrgX1 antagonist inactive.
Screening CCCSc1cc(NCCOC(=O)CCC)c([N+](=O)[O-])c2nonc12 returned TRPC4 inh inactive, RGS4 block inactive, TRPC6 inhibitor inactive, SKKanGAS inh 13, TRPC6 act inactive, MrgX1 ag inactive, MrgX1 allo act inactive, Platelet DG rel -3, HIF act 0.2, RGS4 pot inactive and MrgX1 antagonist inactive.
For COCCN(CC(=O)Nc1cccc(C)c1)S(=O)(=O)c1ccc(S(=O)(=O)N2CCCC2)cc1 the results were TRPC4 inh inactive, RGS4 block inactive, TRPC6 inhibitor inactive, SKKanGAS inh -1, TRPC6 act inactive, MrgX1 ag inactive, MrgX1 allo act inactive, Platelet DG rel 9, HIF act 0.1, RGS4 pot inactive and MrgX1 antagonist inactive.
`O=C(COc1ccc(Br)cc1)NCCCNC(=O)c1ccncc1` gave TRPC4 inh inactive, RGS4 block inactive, TRPC6 inhibitor inactive, SKKanGAS inh -17, TRPC6 act inactive, MrgX1 ag inactive, MrgX1 allo act inactive, Platelet DG rel 18, HIF act 0.3, RGS4 pot inactive and MrgX1 antagonist inactive.
For COc1ccc(-c2c(C#Cc3ccccc3)c3ccccc3n2C)cc1 the results were TRPC4 inh inactive, RGS4 block inactive, TRPC6 inhibitor inactive, SKKanGAS inh 7, TRPC6 act inactive, MrgX1 ag inactive, MrgX1 allo act inactive, Platelet DG rel 4, HIF act 1.6, RGS4 pot inactive and MrgX1 antagonist inactive.

Screening data deposited in PubChem by several laboratories.
